FAK inh: blocks human focal adhesion kinase activity; biochemical FAK kinase activity assay; inhibition, %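 (tested at 7 µM)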; hit rate 0.84% among 97,000; in the data active = inhibition above about 19%;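 note: 0% = DMSO and 100% = reference compound high control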
PTK2B oligo ant: antagonists of human Pyk2 oligomerization | Q293 cells, Pyk2 FERM NanoBiT luminescence; hits give low values | z-score (the deposit names both 25 µM and 10 µM) | hit rate 0.83% among 99,000;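 active = Z-score of -3 or lower, scaled per plate to the spread of control and sample wells; inactive = z-score above -3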;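 note: negative z-score means lost luminescence so less FERM oligomerization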
Target sequence (Q14289 whole entry, looked up): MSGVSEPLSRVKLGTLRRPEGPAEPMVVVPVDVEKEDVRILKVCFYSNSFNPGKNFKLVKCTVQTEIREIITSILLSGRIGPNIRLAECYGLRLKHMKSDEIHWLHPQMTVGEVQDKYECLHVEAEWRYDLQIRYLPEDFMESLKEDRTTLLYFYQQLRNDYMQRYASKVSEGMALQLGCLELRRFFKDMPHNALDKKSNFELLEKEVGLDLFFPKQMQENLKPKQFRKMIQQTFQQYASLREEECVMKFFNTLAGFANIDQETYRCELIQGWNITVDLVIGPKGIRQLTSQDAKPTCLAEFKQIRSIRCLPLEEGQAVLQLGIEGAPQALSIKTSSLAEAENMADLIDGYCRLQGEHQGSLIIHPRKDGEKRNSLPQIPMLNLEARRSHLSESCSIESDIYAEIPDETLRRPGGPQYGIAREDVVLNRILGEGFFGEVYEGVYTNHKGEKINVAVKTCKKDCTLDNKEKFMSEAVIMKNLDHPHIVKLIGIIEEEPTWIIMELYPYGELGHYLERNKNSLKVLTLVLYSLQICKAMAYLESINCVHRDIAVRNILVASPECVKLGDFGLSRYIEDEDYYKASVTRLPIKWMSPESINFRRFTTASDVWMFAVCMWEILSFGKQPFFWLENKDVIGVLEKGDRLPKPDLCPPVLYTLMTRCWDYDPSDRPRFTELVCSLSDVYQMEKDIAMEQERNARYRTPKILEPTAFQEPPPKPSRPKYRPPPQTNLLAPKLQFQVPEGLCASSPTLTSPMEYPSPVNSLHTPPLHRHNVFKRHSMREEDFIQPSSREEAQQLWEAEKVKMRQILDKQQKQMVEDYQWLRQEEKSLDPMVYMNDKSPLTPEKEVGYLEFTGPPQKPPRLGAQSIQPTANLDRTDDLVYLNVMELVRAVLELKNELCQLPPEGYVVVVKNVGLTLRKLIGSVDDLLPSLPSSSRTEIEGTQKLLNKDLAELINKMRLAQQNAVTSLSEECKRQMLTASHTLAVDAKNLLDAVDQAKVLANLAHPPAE
LYP inh 2: LYP (human) phosphatase inhibition | hit rate 0.21% among 96,000 | recombinant LYP catalytic domain, DiFMUP fluorescence | inhibition, % at 2 µM | Q9Y2R2;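 active = inhibition at 2 µM at or above a set limit, the screen mean plus 3 SD, cut at about 24% in these data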;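 note: 0% = DMSO with enzyme and 100% = enzyme fully blocked by orthovanadate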
EphB4 ephrin blk: EphB4-ephrin-B2 interaction antagonism. P54760. EphB4 LBD / TNYL-RAW-Alexa532 peptide, fluorescence polarization. inhibition, % at 7 µM. hit rate 0.15% among 97,000;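 active = inhibition above the screen-wide mean inhibition plus 3 SD, cut at about 15% in these data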;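 note: 0% = DMSO wells and 100% = excess unlabeled TNYL-RAW peptide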
PLK1 PBD inh: blocks phosphopeptide binding to human Plk1 polo box domain; inhibition, %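 (tested at about 20 µM)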; hit rate 0.13% among 97,000; Plk1 PBD phosphopeptide binding, fluorescence polarization; in the data active = inhibition above about 34%, passing the limit was not always enough
F-actin modifier: alters cytoskeleton assembly in HUVEC cells. HUVEC TNFa F-actin phalloidin imaging, high content. inhibition, % at 2 µM. hit rate 0.18% among 91,000;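 active = inhibition above the batch mean plus 3 SD and confirmed as a hit by visual image inspection, cut at about 30% in these data, passing the limit was not always enough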; note: strong numbers were not always called active
HIV Rev-RRE inh: inhibitors of HIV-1 Rev-RRE RNA interaction | P05866 | Rev peptide-RRE RNA binding, FRET | inhibition, % at 8 µM | hit rate 0.79% among 97,000;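 active = inhibition above the screen-wide mean plus 3 SD, cut at about 35% in these data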;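 note: 0% = median DMSO wells and 100% = median Neomycin B control wells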
Target sequence (P05866 whole entry, looked up): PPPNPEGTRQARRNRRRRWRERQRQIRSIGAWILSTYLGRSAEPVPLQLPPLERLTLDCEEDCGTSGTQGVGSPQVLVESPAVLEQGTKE
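Test system – labelled RRE RNA duplex and labelled Rev peptide · Reagent – labelled Rev peptide · Doses – one concentration, 8 µM nominal · Incubation – 5 + 15 min at 25 °C · Signal – FRET fluorescence readout · Read-out basis – % inhibition of FRET ratio versus controls · Control set – DMSO wells as 0% and neomycin B wells as 100% inhibition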
PLK1 kinase inh: blocks human PLK1 kinase activity; inhibition, % at 10 µM; hit rate 0.53% among 97,000; recombinant PLK1 kinase, TR-FRET peptide phosphorylation; P53350;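 active = inhibition of 50% or more in the single-concentration screen; inactive = inhibition below 50%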;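 note: 0% = DMSO max control and 100% = H-89 dihydrochloride min control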
PTPN22 act: LYP (human) phosphatase activation. recombinant LYP, DiFMUP fluorescence; 0 = plate median, 100 = signal doubled. activation, % at 2 µM. hit rate 0.11% among 96,000. AID 697;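 active = activation at 2 µM above a set limit, the mean plus 5 SD, cut at about 37% in these data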
The depositor's hits bear a star; . = not tested or not shown.

SMILES	FAK inh	PTK2B oligo ant	LYP inh 2	EphB4 ephrin blk	PLK1 PBD inh	F-actin modifier	HIV Rev-RRE inh	PLK1 kinase inh	PTPN22 act
CCOc1cc(/C=N/NC(=O)COc2cccc(C)c2)ccc1OC(=O)c1cccs1	-2	-0.42	0	-5	3	-20	2	-9	2
Cc1c(NC(=O)C2CCN(S(=O)(=O)c3ccc(Cl)cc3)CC2)c(=O)n(-c2ccccc2)n1C	1	0.32	-2	2	22	24	7	-5	4
CCNc1c2c(nc3ccccc13)CC(C)(C)CC2=O	-2	1.5	-3	1	0	11	4	-15	4
COc1ccc(Cn2c(=O)sc3ccccc32)cc1	-1	-1.9	6	-5	54*	5	10	-6	-8
COc1nc(OCCNC(C)=O)nc(N(C)C)n1	-2	-0.06	-2	-3	-8	15	2	-8	6
CC1CCCC(C(=O)O)N1C(=O)CCS (stereo not given)	-1	0.05	1	7	-11	.	7	-6	-5
COc1cc(NC(=O)CSc2ncccc2C(=O)OC(C)C)cc(OC)c1	1	-0.16	-14	1	6	-6	13	-5	13
O=C(NC1CCN(C(=S)NCc2ccco2)CC1)C1CCCCC1	-4	0.37	12	1	-2	23	-1	-10	-9
CCOc1ccc(/C=N/NC(=O)Cc2csc(Nc3cccc(C(F)(F)F)c3)n2)cc1	1	-0.56	1	5	-12	-2	16	-14	2
CC(C)(C)OC(=O)C1C(=O)CC(C)(O)C(C(=O)OC(C)(C)C)C1c1cccnc1 (stereo not given)	-3	-0.84	9	-5	-16	-12	2	-11	-7
C=C(C)CNC(=S)NNC(=O)c1ccco1	-1	0.21	-10	2	-10	.	6	1	6
O=C1CCc2cc(S(=O)(=O)N3CCCC3C(=O)NC3CCCCCCC3)ccc2N1 (stereo not given)	-2	.	-4	-2	3	-3	2	-14	4
CCc1cccc2c(C(=O)CSc3nnc(-c4ccoc4C)n3C)c[nH]c12	11	-0.39	6	4	-13	-2	13	-10	-2
CC(=O)c1sc(Nc2ccccn2)nc1C	10	0.89	1	-3	1	-61	-1	-5	-2
N#Cc1nc(-c2cccs2)oc1N1CCN(Cc2ccccc2)CC1	1	-0.15	-2	-5	9	-3	16	-11	0
COc1ccccc1CNc1nc2nc(C)c(C)c(=O)n2[nH]1	-3	0.11	0	1	-8	23	5	-4	1
O=C(NO)C1CC2C=CC1C2 (stereo not given)	3	0.57	-2	-2	5	7	5	7	0
O=C1CC2(CON=C2c2ccc(F)cc2)C(=O)N1c1ccc(F)cc1 (stereo not given)	-5	0.16	7	7	10	3	4	-4	-10
CCCc1nnc(NC(=O)CCCN2C(=O)c3ccccc3C2=O)s1	-1	0.83	2	2	-2	-9	3	-3	-1
Cc1cc(C)n2c(=S)[nH]nc2n1	-4	-0.27	5	3	-22	-5	3	-7	-7
Cc1ccc(Cn2ncn3c(cc4ccccc43)c2=O)cc1	0	-0.25	-1	6	-21	-29	20	-9	0
COc1ccccc1Nc1ncnc2nc[nH]c12	15	-0.32	-2	-8	-2	8	4	84*	0
O=C(c1cccc(F)c1)N1CCC(N2CCOCC2)CC1	-2	1.3	2	3	-2	8	11	-14	1
CCOC(=O)c1sc(NC(=O)CSc2ncn[nH]2)c(C#N)c1C	0	-1.1	-4	-6	7	-12	3	-2	5
Cc1cc(C)n(-c2nc3ccccc3c(=O)n2OCC(=O)N(C)C)n1	0	0.37	-3	-3	-16	11	8	-2	4

Another view of part of the listing above.
mol | FAK inh | PTK2B oligo ant | LYP inh 2 | EphB4 ephrin blk | PLK1 PBD inh | F-actin modifier | HIV Rev-RRE inh | PLK1 kinase inh | PTPN22 act
Cc1cc(C)n2c(=S)[nH]nc2n1 | -4 | -0.27 | 5 | 3 | -22 | -5 | 3 | -7 | -7
CCNc1c2c(nc3ccccc13)CC(C)(C)CC2=O | -2 | 1.5 | -3 | 1 | 0 | 11 | 4 | -15 | 4

One compound at a time, from the list above. Values in the order: FAK inh	PTK2B oligo ant	LYP inh 2	EphB4 ephrin blk	PLK1 PBD inh	F-actin modifier	HIV Rev-RRE inh	PLK1 kinase inh	PTPN22 act
CCNc1c2c(nc3ccccc13)CC(C)(C)CC2=O is listed as -2	1.5	-3	1	0	11	4	-15	4
O=C1CCc2cc(S(=O)(=O)N3CCCC3C(=O)NC3CCCCCCC3)ccc2N1 (stereo not given) is listed as -2	.	-4	-2	3	-3	2	-14	4

(list continues)
SMILES	FAK inh	PTK2B oligo ant	LYP inh 2	EphB4 ephrin blk	PLK1 PBD inh	F-actin modifier	HIV Rev-RRE inh	PLK1 kinase inh	PTPN22 act
Cc1c(C(=O)O)oc2ccc(S(=O)(=O)NCCC3=CCCCC3)cc12	-2	0.78	7	1	18	6	0	-7	-4
CCOC(=O)CN(C(=O)CNC(=O)c1ccco1)C(C(=O)NC1CCCC1)c1ccccc1OCC (stereo not given)	3	-0.41	10	1	3	34	1	-10	-12
CCC(NS(=O)(=O)c1ccc(OC)cc1)C(=O)O (stereo not given)	0	0.58	2	6	-8	0	8	-5	-2
COc1ccc(-c2nnn(CC(=O)NCc3cccs3)n2)cc1OC	4	-0.12	-2	5	-24	17	8	-10	2
COc1ccccc1N1CCN(C/C(C)=C/c2ccccc2)CC1	3	0.1	0	1	-29	.	5	-17	-1
O=C1CCCN1CCCN1C(=O)N[C@@H](Cc2ccccc2)C1=O	-2	0.24	-3	8	0	13	4	-9	3
CCN=C1SC(CC(=O)NCCc2ccc(OC)c(OC)c2)C(=O)N1CC (stereo not given)	-2	1.1	-3	-4	16	9	0	-12	5
Cc1cc(Nc2ccc(Cl)cc2)nc(N)n1	-2	0.7	8	4	41	-1	-7	-6	-5
CCOc1ccc(NC(=O)c2cc3c(C)nc4ccccc4c3o2)cc1	9	.	-4	-11	6	-5	-4	-6	4
CCn1c(COc2cccc3cccnc23)nnc1SCC(=O)O	0	.	-5	3	2	6	6	42	5
Cn1c(C(=O)NCCN2CCc3ccccc3C2)cc2c(=O)[nH]c3ccccc3c21	14	-0.39	4	2	-10	-18	7	33	-5
CC1(c2ccc(Cl)cc2Cl)OCC(Cn2ccnc2)O1 (stereo not given)	8	1	-5	4	0	14	5	-7	6
CCOc1ccc(C(=O)N(C)C2CCS(=O)(=O)C2)cc1 (stereo not given)	0	0.12	-1	-5	-18	12	4	-11	2
COCCNCC#CCOc1ccc(OC)cc1	2	0.06	-13	-2	6	9	0	-12	13
CCc1nnc(NC(=O)CSc2nnc(CNc3ccc(Cl)cc3)o2)s1	-7	-0.28	1	1	-26	14	3	9	-2
CCOC(=O)c1c(NC(=S)NC(=O)c2ccc(Cn3cc(Cl)cn3)o2)sc2c1CCCCC2	-2	-0.15	3	-4	-5	2	1	-7	1
CCOc1ccc(Cc2nn[nH]n2)cc1	-3	1.6	-25	4	8	-1	13	-5	23
CCCCN(C(=O)CSc1nnc(Nc2ccc(C)c(C)c2)s1)c1c(N)n(Cc2ccccc2)c(=O)[nH]c1=O	1	-1.6	26*	0	-4	-8	10	-12	-25
O=C(c1nc2nc(-c3ccccc3)cc(C(F)(F)F)n2n1)N1CCCCC1	-1	0.82	-15	-3	-10	-4	-2	1	10
Cc1nn(C(C)(C)C)c(OC(=O)c2ccc3c(c2)OCO3)c1Sc1ccccc1	-2	-0.92	6	-2	6	-2	14	-17	-3
N#Cc1c(N)nc2c(c1-c1cccc(O)c1)CCCCCC2	-1	-2.5	1	5	29	37	7	-3	-1
Cc1ccc2c(c1)CCCN2C(=O)c1c(C)noc1C	0	-0.71	8	4	10	15	3	-14	-8
Cc1cc(NC(=O)NC(=O)c2cccc(OC(F)(F)C(F)F)c2)n[nH]1	3	-1.8	2	1	-4	-8	8	-8	-2
CC1CCN(c2nc3nonc3nc2N2CCC(C)CC2)CC1	-1	-0.47	11	-2	-14	1	0	-7	-11
COc1ccccc1NC(=O)Cn1nc(C(F)(F)F)c2c1CCCC2	3	-0.18	-6	1	-18	7	10	-1	4

The list goes on.
SMILES	FAK inh	PTK2B oligo ant	LYP inh 2	EphB4 ephrin blk	PLK1 PBD inh	F-actin modifier	HIV Rev-RRE inh	PLK1 kinase inh	PTPN22 act
CCCc1ccc(OCc2ccc(C(=O)OC)o2)c(OC)c1	1	-0.77	4	4	3	0	5	-4	-7
O=C1c2ccccc2C(=O)N1Cc1nc(-c2cccnc2)no1	2	.	11	0	1	12	6	-10	-10
CCCC1C2C(=O)N(c3ccccc3OCC)C(=O)C2ON1c1ccccc1 (stereo not given)	-2	-0.1	5	-5	-19	10	1	-3	-3
Cc1cc(NC(=O)c2ccc(S(=O)(=O)N(C)C)cc2)n(-c2ccccn2)n1	1	0.4	-3	-1	-26	19	3	-3	5
CCOC(=O)Nc1nc(C)c(C(=O)c2ccc(Cl)cc2)s1	-1	1.2	3	0	-16	6	11	-11	-6
CC1(C)CC2(CC(C)(C(=O)CSc3nc4ccccc4s3)OC2=O)C(=O)O1 (stereo not given)	-8	2.2	-4	-6	-3	10	5	-1	6
Cc1nc2nc(-c3ccc(Cl)cc3)cn2nc1C	1	0.8	-2	6	-1	.	12	-11	3
CC(C)(CO)Nc1nc(Nc2ccccc2)nc(Nc2ccccc2)n1	-4	-1.4	-12	2	-5	4	11	-14	12
C=CCn1c(NCc2cc(C)ccc2O)nc2ccccc21	-2	.	-6	-3	8	-11	4	-2	5
Nc1cc(CN2C(=O)c3ccccc3C2=O)cc(Cl)c1O	0	-0.8	2	1	10	6	3	-3	-7
COc1cccc(N2CC(C(=O)Nc3c(C)cccc3C)CC2=O)c1 (stereo not given)	-1	-0.6	-1	7	-5	-11	1	-13	-2
CCOC(=O)CSc1nc2ccccc2n1CC(=O)NC(C)(C)C	-10	0.15	-10	1	2	3	7	-1	9
O=C(NC1CCCCC1)C(c1cccs1)N(Cc1cccs1)C(=O)c1ccco1 (stereo not given)	-2	-2.9	-7	6	-23	43	7	-3	4
CCOc1cc(CNCCc2ccc(S(N)(=O)=O)cc2)ccc1OCC(=O)NC(C)(C)C	-2	1.3	9	-1	-5	5	8	-11	-6
CCCS(=O)(=O)C(=C1NCCO1)S(=O)(=O)CCC	2	-0.36	-6	-3	-5	-2	10	-2	4
c1ccc2c(c1)nc(NC1CCCCC1)c1nncn12	0	.	2	4	-7	12	9	-4	-3
Cc1ccc(O)c(-c2cc(C(F)(F)C(F)F)[nH]n2)c1	3	-1.7	-4	2	-12	36	16	1	2
N#Cc1c(N)nc(SCC(=O)C23CC4CC(CC(C4)C2)C3)c(C#N)c1-c1ccc(Cl)cc1	-8	1.8	0	2	5	-1	10	-248	-1
Cc1csc(SCC(=O)Nc2cc(S(=O)(=O)N3CCCC3)ccc2Cl)n1	1	-0.1	5	7	-1	18	2	-4	-2
O=C(CSCc1ccco1)Nc1cc(C(F)(F)F)ccc1N1CCOCC1	0	-0.52	5	-2	-1	-31	6	1	-7
CCN1C(=O)C2(SC(NC(C)=O)=NN2C(C)=O)c2cc(C)ccc21 (stereo not given)	0	0.1	6	-7	-11	-12	-2	-7	-4
Nc1nc(N2CCOCC2)cc(=O)[nH]1	-5	-0.28	13	0	-7	-7	8	-4	-10
Cc1cc(C)nc(-n2nc(C)c(Oc3ccccc3O)c2C)n1	-4	-1.3	2	-9	14	-53	0	4	-5
COc1ccc(C(=O)Nn2cc3c(c2-c2ccccc2)c(=O)n(C)c(=O)n3C)cc1	2	-0.34	-5	1	-4	.	4	-9	4
Fc1ccc(-c2nnc(NC3=NCCCCC3)o2)cc1	-1	-0.26	-8	-4	1	2	-3	-12	5
Cc1cc(C)n2nc(-c3ccsc3-n3c(C)ccc3C)cc2n1	2	0.31	8	-2	-7	-3	34	-7	-3
O=C(COc1ccc(Br)cc1)Nc1ccncc1	1	2.4	7	4	4	-20	2	-4	-8
COc1cccc(NC(=O)CN2CCN(S(=O)(=O)c3ccc(F)cc3)CC2)c1	0	1.8	-7	-6	-6	5	4	-7	6
O=C(CSc1ncnc2c1nnn2-c1ccc(F)cc1)N1CCN(c2ccccc2)CC1	-3	.	4	-3	9	-2	-4	-8	-6

Bioassay records: PubChem, several laboratories

The order is random; overall some 3.5% were active at least once.
